CTSL1 counter: Fasciola hepatica cathepsin L1 inhibitors, primary screen, counter-screen for PFM18AAP inhibitor project, biochemical, QFRET, fluorogenic peptide substrate; recombinant F. hepatica cathepsin L1, Z-Leu-Arg-MCA fluorescence; inhibition, % at 5.96 µM; 300,000 compounds, 0.49% hits; AID 1906, 2009;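 active = inhibition above the mean of all tested compounds plus 3 SD, set per screening campaign, cut at about 17% in these data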;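 note: 0% = plate median of test compound wells and 100% = 1 µM Z-Phe-Ala-diazomethylketone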
PP1 counter: PP1-alpha phosphatase inhibitors, primary screen, counter-screen for PP5 inhibitor project, biochemical, fluorescence, OMFP substrate, single point. 320,000 compounds, 0.9% hits. inhibition, % at 6.7 µM. purified PP1alpha;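 active = inhibition above the mean inhibition of all tested compounds plus 3 SD, computed separately for each screening campaign, cut at about 15% in these data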
Efflux pump inh: inhibitors of Candida efflux pumps in yeast, primary screen, S. cerevisiae, Nile Red, multiplex. S. cerevisiae Candida pump triplex. 330,000 compounds, 0.44% hits. AID 485275, 2010. inhibition, % at 10 µM;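 active = plate passing quality check with inhibition over a set limit, or well fluorescence over plate mean plus 4 SD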;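 note: Nile Red retained in pooled yeast measured as flow cytometry median fluorescence; 0% = buffer negative control and 100% = Enniatin B positive control; higher means more Nile Red kept so more efflux inhibition; some compounds called inactive have numbers as strong as hits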
TPT1 inhibitor: Candida albicans TPT1 enzyme inhibitors, primary screen, biochemical, fluorescence polarization; tRNA 2'-phosphotransferase TPT1 (Candida albicans SC5314); recombinant caTPT1, FP RNA substrate dephosphorylation; inhibition, % at 5 µM; 300,000 compounds, 0.81% hits;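 active = inhibition above the mean of all tested compounds plus 3 SD, set per screening campaign, cut at about 24% in these data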;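 note: plate controls were DMSO alone for no effect and ferristatin control at 100 nM for full effect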
procasp7 counter: procaspase-7 activators, primary screen, counter-screen for procaspase-3 activator project, biochemical, absorbance, HTS, human; recombinant procaspase-7, Ac-DEVD-pNA absorbance 405 nm; D23A/D198A/D206A triple mutant, cannot self-cleave; scale: DMSO 0, 5 µM enzyme 100; activation, % at 8.5 µM; 330,000 compounds, 0.093% hits; AID 463210, 2010;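 active = percent activation above the screen-wide mean plus 3 SD, cut at about 25% in these data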
Target sequence (P55210 whole entry D23A/D198A/D206A): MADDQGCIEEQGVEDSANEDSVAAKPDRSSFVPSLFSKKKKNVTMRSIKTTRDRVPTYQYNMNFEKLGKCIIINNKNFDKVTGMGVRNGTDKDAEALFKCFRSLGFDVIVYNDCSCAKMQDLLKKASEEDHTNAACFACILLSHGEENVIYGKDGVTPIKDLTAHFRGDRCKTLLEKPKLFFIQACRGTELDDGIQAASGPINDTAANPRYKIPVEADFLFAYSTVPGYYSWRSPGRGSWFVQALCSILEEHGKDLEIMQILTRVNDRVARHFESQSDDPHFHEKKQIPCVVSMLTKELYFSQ
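Replicates: singlicate. Assay system: Procaspase-7 triple mutant (PC-7 D3A). Signal: 405 nm absorbance of p-nitroaniline. Times: 1 h preincubation, 2 h reaction. Buffer or medium: Zinc-free HEPES pH 7.4 with 300 mM NaCl, 0.01% Triton X-100. Also added: DEVD-pNA substrate. Benchmarks: DMSO wells as 0%, DMSO with 5 µM added PC-7 as 100%.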
PP5 inh: PP5 phosphatase inhibitors, primary screen, biochemical, fluorescence; Serine/threonine-protein phosphatase 5 (Homo sapiens), P53041; purified PP5c, OMFP substrate fluorescence; inhibition, % at 6.7 µM; 320,000 compounds, 0.18% hits; AID 1987, 2009;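 active = inhibition above the campaign's mean inhibition across all tested compounds plus 3 SD, cut at about 9.5% in these data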;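 note: 0% = DMSO only and 100% = 100 µM cantharidin control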
Target sequence (P53041 whole entry, looked up): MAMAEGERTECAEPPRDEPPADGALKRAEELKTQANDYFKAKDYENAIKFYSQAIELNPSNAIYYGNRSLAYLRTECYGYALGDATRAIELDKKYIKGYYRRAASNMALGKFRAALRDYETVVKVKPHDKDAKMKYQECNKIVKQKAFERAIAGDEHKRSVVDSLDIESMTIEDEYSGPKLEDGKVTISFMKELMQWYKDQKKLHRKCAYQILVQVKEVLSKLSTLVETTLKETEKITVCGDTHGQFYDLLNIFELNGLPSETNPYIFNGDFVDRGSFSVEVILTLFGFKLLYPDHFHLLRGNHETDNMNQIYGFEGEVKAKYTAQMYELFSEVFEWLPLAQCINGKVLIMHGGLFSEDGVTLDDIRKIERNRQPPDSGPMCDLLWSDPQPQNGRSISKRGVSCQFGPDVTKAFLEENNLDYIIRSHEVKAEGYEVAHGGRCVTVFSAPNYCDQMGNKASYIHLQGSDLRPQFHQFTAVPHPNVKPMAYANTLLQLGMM
GASC-1 inh: inhibitors of GASC-1 histone demethylase, primary screen, biochemical, fluorescence, DELFIA europium; 330,000 compounds, 0.069% hits; GST-JMJD2C(1-420) H3K9me3 demethylation; inhibition, % at 2.35 µM; Lysine-specific demethylase 4C (Homo sapiens), Q9H3R0;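 active = more than half of a compound's replicate wells show inhibition beyond 50%, single wells judged on their own value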;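 note: signal counts dimethyl H3K9 product captured on neutravidin plate; 0% = median of DMSO wells and 100% = 0.3 times that DMSO median; strong numbers were not always called active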
proCasp3 act: activators of human procaspase-3 D3A mutant, primary screen, biochemical, absorbance, PC-3 D3A mutant, single concentration | AID 463141, 2010 | Caspase-3 (Homo sapiens), P42574 | recombinant procaspase-3 D3A, Ac-DEVD-pNA absorbance 405 nm | activation, % at 8.5 µM | 330,000 compounds, 0.11% hits;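 active = activation above the mean of all tested compounds plus 3 SD, cut at about 21% in these data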;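 note: 0% = DMSO alone and 100% = DMSO wells spiked with extra 5 µM PC-3 D3A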
Target sequence (P42574 whole entry D9A/D28A/D175A): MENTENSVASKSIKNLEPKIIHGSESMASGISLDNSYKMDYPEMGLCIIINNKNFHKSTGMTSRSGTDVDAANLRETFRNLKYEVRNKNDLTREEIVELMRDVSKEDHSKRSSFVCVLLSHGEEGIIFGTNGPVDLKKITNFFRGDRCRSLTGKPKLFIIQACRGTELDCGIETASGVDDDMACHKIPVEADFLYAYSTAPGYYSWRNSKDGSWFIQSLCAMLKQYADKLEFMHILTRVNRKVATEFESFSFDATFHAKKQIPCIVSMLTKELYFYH
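Assay system: Autoprocessing-dead procaspase-3 D3A mutant enzyme; also added: Ac-DEVD-pNA; doses: one concentration, 8.5 µM nominal, 0.8% DMSO; times: 1 h compound preincubation, 2 h substrate hydrolysis at 25 °C; technique: 405 nm absorbance of p-nitroaniline, reads at 0 and 120 min; measure: % activation between DMSO and enzyme-spiked controls; repeats: single replicate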
HCV core dimer: inhibitors of HCV core protein dimerization, primary screen, biochemical, TR-FRET, high-throughput; TR-FRET GST/Flag-core106 dimerization, 1536-well; inhibition, % at 5 µM; 300,000 compounds, 0.33% hits; AID 1899, 2009;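 active = inhibition above the mean of all tested compounds plus 3 SD, set per screening campaign, cut at about 45% in these data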
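Assay system: tagged HCV core106 pair (GST and Flag); medium: KF-containing HEPES buffer, pH 7.45, DTT, CHAPS, BSA; also added: Eu donor and XL665 acceptor anti-tag antibodies; dosing: 5 µM single dose; timing: compound-protein-antibody incubation 4 h at 22.5 °C; signal: TR-FRET 671 and 617 nm emission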
* = called active by the depositor; . = not tested or not shown. Rows were taken by chance. About 2.9% of those tested had a hit in this group.

SMILES | CTSL1 counter | PP1 counter | Efflux pump inh | TPT1 inhibitor | procasp7 counter | PP5 inh | GASC-1 inh | proCasp3 act | HCV core dimer
CCCSc1nnc(Cc2cc(=O)[nH]c(=O)[nH]2)n1-c1cc(C)ccc1C | -1 | 0 | 0.2 | -3 | 12 | 2.6 | -1 | 7 | 7
C[C@H](CO)N1C[C@H](C)[C@@H](CN(C)C)Oc2c(NC(=O)CCC(F)(F)F)cccc2C1=O | . | . | -0.3 | . | 2 | . | -16 | 2 | .
COc1cccc(N2C(=O)CC(N3CCc4ccccc4C3)C2=O)c1 (stereo not given) | -3 | 2 | 0.2 | 1 | 0 | 1.1 | -10 | -8 | -2
Cc1cccc(C(=O)N/N=C2/SCC(=O)N2Cc2ccccc2)c1 | -1 | 0 | 0.1 | 0 | 0 | -0.7 | 6 | 1 | -1
O=C(NCC(c1ccco1)N1CCc2ccccc2C1)c1ccc(Cl)c([N+](=O)[O-])c1 (stereo not given) | 2 | 3 | 0.0 | -1 | 7 | 1.7 | 12 | 9 | 6
COc1cccc(NC(=O)CN(C)C(=O)Cc2c(C)nc3ccccc3c2C)c1 | . | -2 | 0.0 | . | 1 | 1.0 | 7 | 3 | .
COc1ccc(NC(=O)C2C3C=CC4(O3)C2C(=O)N(CCN2CCCCC2C)C4C(=O)NC2CCCC(C)C2C)cc1 (stereo not given) | 3 | -1 | -0.3 | 1 | 6 | -2.2 | 19 | 5 | 0
COC(=O)Nc1nn(-c2ccc(C)cc2)c(=O)c(C#N)c1C | 0 | -4 | 0.0 | -2 | 5 | 0.3 | -29 | 11 | -2
O=C(N/C(=C\c1cccc([N+](=O)[O-])c1)C(=O)N1CCOCC1)c1ccc([N+](=O)[O-])cc1 | 0 | -4 | -0.1 | -1 | -2 | 1.4 | 1 | -3 | 0
CC(C)n1cc(/C(N)=N/O)c(=O)n(Cc2ccccc2)c1=O | -4 | -3 | 0.0 | 0 | 4 | 0.2 | 20 | -1 | -3
CC(NC(=O)c1ccccc1)C(=O)N/N=C/c1ccc(O)cc1 (stereo not given) | 2 | 0 | -0.3 | 3 | 3 | 0.9 | 0 | -2 | -10
COc1ccc(N(CC(=O)NCc2ccc(C)cc2)S(=O)(=O)c2c(C)[nH]c(=O)[nH]c2=O)cc1 | 6 | -6 | -0.1 | -3 | 3 | 0.6 | -5 | 8 | -15
COc1ccc(CC(=O)Nc2ccc(-c3noc(-c4cccc(OC)c4)n3)cc2)cc1 | -1 | 5 | 0.0 | 2 | 13 | 3.0 | -5 | 5 | 26
c1coc(-c2nnc(-c3ccco3)nn2)c1 | 23* | 5 | 0.1 | -2 | -17 | 3.0 | -19 | -4 | 21
Cc1cc(C)c(OCCOCCN2CCN(C)CC2)c(Cl)c1 | 0 | 2 | 0.0 | -1 | -8 | 0.1 | 2 | -2 | -13
O=C(Cn1cnc2c(nnn2-c2cccc(Cl)c2)c1=O)N1CCCC1 | -2 | 3 | 0.0 | -3 | -5 | -0.3 | 7 | -1 | 0
Cc1cccc(CN2CCN(C3CCCC3)C(CCO)C2)n1 (stereo not given) | -6 | -4 | -0.1 | 2 | 6 | 3.4 | 1 | 12 | -1
COc1ccc(S(=O)(=O)N2CCC(Cc3ccccc3)CC2)cc1NC(C)=O | 4 | 0 | 0.1 | -1 | -8 | 3.0 | 9 | -5 | 8
O=C(NCCc1ccc(C(F)(F)F)cc1)C1CCC(=O)N(CCCN2CCCC2=O)C1 (stereo not given) | -1 | -2 | 0.1 | -1 | 17 | 2.1 | 4 | -4 | -1
CC(C)[C@H]1C(=O)Nc2ccccc2N1C(=O)N[C@@H](Cc1ccccc1)C(=O)N[C@@H](C(=O)O)c1ccccc1 | -7 | 2 | 0.3 | 0 | -7 | 2.5 | -33 | 3 | 1
CCCNC(=O)OC[C@H]1O[C@H](CCO/N=C/[C@@H](OC)[C@H](C)/C=C/CC(=O)OC)C=C[C@@H]1Oc1ccc(OC)cc1 | 4 | 2 | . | -1 | 0 | 7.0 | 2 | 6 | 1
COc1ccc(C(=O)NC2CCN(C(=O)Nc3ccccc3Cl)CC2)cc1 | -1 | -7 | 0.0 | -7 | 8 | 2.3 | 8 | 0 | 3
COc1ccc(CC(=O)NCc2n[nH]c(=S)n2C)cc1 | -3 | -3 | 0.0 | -1 | 5 | -0.7 | -10 | 3 | -9
CCn1cc(C(=O)N2CCCC(N3CCN(c4ccccc4C)CC3)C2)cn1 (stereo not given) | 3 | -2 | 0.4 | -1 | -1 | 2.2 | -18 | 5 | -17
Cc1nn(Cc2ccccc2Cl)c(C)c1N | 0 | -4 | -0.1 | -3 | -3 | 0.2 | -5 | 2 | -2
COc1ccc(CCNC(=O)c2cc(-c3ccc(C)c(C)c3O)n[nH]2)cc1OC | 1 | 4 | 0.2 | -3 | 10 | 5.4 | 1 | 1 | -2
Cc1ccc(S(=O)(=O)N2CCOCC2)cc1C(=O)NC1CCCC(C)C1C (stereo not given) | 0 | 0 | -0.1 | 3 | -3 | -1.6 | 9 | 10 | -2
C=CC[C@@H](CC(=O)N(CCO)Cc1ccccc1)C(=O)N[C@H](COC(=O)[C@@H](CC=C)Cc1ccc(F)cc1)c1ccccc1 | . | . | 0.3 | . | -8 | . | -11 | -2 | .
CSc1ccc(/C=N/n2c(C3CCCCC3)n[nH]c2=S)cc1 | -2 | 1 | -0.1 | 0 | -7 | -2.2 | 3 | -2 | 0
O=c1c2c3c(sc2n2cnnc2n1Cc1ccccc1)CN(Cc1ccccc1)CC3 | 0 | 13 | -0.1 | 8 | -9 | 1.6 | 6 | -6 | 51*

An excerpt from above, limited to procasp7 counter, CTSL1 counter and HCV core dimer:
SMILES,procasp7 counter,CTSL1 counter,HCV core dimer
Cc1nn(Cc2ccccc2Cl)c(C)c1N,-3,0,-2
COc1ccc(CC(=O)NCc2n[nH]c(=S)n2C)cc1,5,-3,-9

(continued)
SMILES | CTSL1 counter | PP1 counter | Efflux pump inh | TPT1 inhibitor | procasp7 counter | PP5 inh | GASC-1 inh | proCasp3 act | HCV core dimer
CC(=O)c1cccc(NC(=O)C2C3C=CC(C3)C2C(=O)O)c1 (stereo not given) | 0 | 4 | -0.2 | -3 | 4 | 3.4 | 8 | 8 | -5
O=S(=O)(c1cc(F)ccc1F)N1CCN(c2ccccn2)CC1 | -2 | -3 | 0.1 | -2 | -4 | 0.7 | -7 | 3 | 6
CC(C)CN(C(=O)c1ccc(S(=O)(=O)N2CCCC2)cc1)C1CCS(=O)(=O)C1 (stereo not given) | -5 | -6 | -0.1 | -1 | 15 | -1.5 | 22 | 6 | 0
O=C(O)c1ccc(CSc2nnc(-c3ccncc3)n2-c2ccc(Cl)cc2)cc1 | 0 | -2 | -0.1 | -2 | -3 | 1.0 | . | -5 | 3
CCOC(=O)c1c(NC(=O)COC(=O)Cn2c(C)nc3ccccc32)sc2c1CCCC2 | -4 | -2 | -0.2 | -4 | 1 | 3.1 | 5 | 6 | -4
CC(NC(=O)c1ccccc1Br)C1CC2CCC1C2 (stereo not given) | -5 | 2 | 0.0 | -1 | -1 | 1.8 | -6 | 7 | -8
C#CCn1cccc(C(=O)Nc2ccc(OC)cc2)c1=O | 2 | 1 | 0.0 | -1 | 5 | 1.4 | -15 | -6 | 11
CC(=O)CC(CC(=O)NC1CCCCC1)c1ccccc1 (stereo not given) | -1 | -1 | 0.0 | -2 | 11 | -0.4 | 11 | 0 | 2
COc1ccc(NC(=O)n2ncc3cc(Cl)ccc32)cc1OC | 5 | 1 | 1.4 | 3 | -28 | 2.6 | -19 | -14 | -5
O=c1[nH]c2ccccc2nc1/C=C/c1ccccc1 | 1 | 1 | 0.1 | -2 | -2 | 4.3 | 17 | -2 | 0
CCOc1ccc(S(=O)(=O)N2CCN(C(=O)c3cc(-c4ccccc4)nn3-c3ccccc3)CC2)cc1 | 3 | -1 | -0.1 | 0 | 1 | -0.3 | 0 | -4 | 14
COc1cccc(C(=O)Nc2cccc(NC(=O)c3cccs3)c2)c1 | 1 | 0 | 0.2 | -6 | 2 | -0.3 | 3 | 7 | -1
Cc1ccc(C(=O)C(C)OC(=O)CNS(=O)(=O)c2ccc(C)cc2)cc1 (stereo not given) | . | 1 | 0.0 | . | 19 | 1.9 | -5 | 4 | .
COC(=O)c1ccccc1NC(=O)Nc1nnc(N2CCC(C)CC2)s1 | -1 | -1 | -0.3 | -1 | -1 | -0.2 | 0 | 2 | 1
CC(C)CN(C(=O)Cn1c(C(F)(F)F)nc2ccccc21)C1CCS(=O)(=O)C1 (stereo not given) | -1 | 0 | 0.0 | -2 | 2 | 0.4 | 56 | 16 | 0
CCc1ccc(OCCSc2nc3ccccc3n2CC(=O)O)cc1 | 6 | 0 | 0.0 | 3 | -4 | -1.1 | -11 | 4 | 8
Cc1ccc(N(C(C)C(=O)O)S(=O)(=O)c2c(C)n[nH]c2C)cc1 (stereo not given) | -2 | -2 | 0.0 | 0 | 4 | 4.2 | 14 | -3 | 3
COc1ccc(-c2cc(=O)oc3cc(OC(C)C(=O)Nc4ccc(CN5CCOCC5)cc4)ccc23)cc1 (stereo not given) | 0 | 4 | 0.4 | 5 | 7 | 4.3 | 20 | 2 | 11
COc1ccc(Nc2nc3ccccc3c(=O)s2)c(OC)c1 | -1 | -1 | -0.1 | 1 | 10 | 1.5 | -16 | 3 | -2
O=C(NCc1cccnc1)C1CCC(CNS(=O)(=O)c2ccc(Cl)cc2)CC1 (stereo not given) | -5 | -5 | -0.1 | -1 | 8 | -1.2 | 1 | 10 | -2
COCCNC(=O)CCc1c(C)nc2nc(-c3cc(OC)cc(OC)c3)nn2c1C | 1 | -6 | 0.0 | -1 | -2 | 4.7 | 60 | 5 | 4
COc1ccc(C(CNC(=O)c2cccc(S(=O)(=O)N3CCCC3)c2)N2CCCC2)cc1 (stereo not given) | . | 1 | -0.1 | . | -1 | 0.0 | 3 | 2 | .
Cc1ccc(CSCCNC(=O)c2ccc(N(C)S(=O)(=O)c3ccccc3)cc2)cc1 | 5 | 2 | 0.0 | -3 | 8 | 4.0 | 8 | -2 | -6

Source: PubChem BioAssay (several laboratories)
